Bioassay records as filed in PubChem.
PMI activator: activators of human PMI, primary screen, biochemical, fluorescence intensity, near-Km mannose 6-phosphate; Mannose-6-phosphate isomerase (Homo sapiens), P34949; purified human PMI, coupled resazurin fluorescence, 20 min; active compounds read high; 1 = vehicle control, 0 substrate-free wells; activation factor at 20 µM; 190,000 tested, 0.005% active; AID 1214, 2008;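 active = activation factor of 2 or more at 20 µM, relative to plate controls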
Target sequence (P34949 whole entry, looked up): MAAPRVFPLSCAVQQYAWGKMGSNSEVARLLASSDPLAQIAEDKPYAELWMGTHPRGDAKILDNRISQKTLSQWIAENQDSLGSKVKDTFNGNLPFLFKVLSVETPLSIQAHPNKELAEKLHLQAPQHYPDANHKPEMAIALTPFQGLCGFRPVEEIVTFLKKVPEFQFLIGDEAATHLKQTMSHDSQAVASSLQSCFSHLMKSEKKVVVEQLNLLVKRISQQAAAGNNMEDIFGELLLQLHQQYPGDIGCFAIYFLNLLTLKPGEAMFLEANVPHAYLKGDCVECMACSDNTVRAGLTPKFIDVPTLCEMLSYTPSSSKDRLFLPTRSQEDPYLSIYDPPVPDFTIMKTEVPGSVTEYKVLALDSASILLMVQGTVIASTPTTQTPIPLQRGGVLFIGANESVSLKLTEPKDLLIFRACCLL
TNAP inh no acc: human TNAP enzyme inhibitors, primary screen, biochemical, luminescent, no phosphate acceptor, uHTS; Alkaline phosphatase, tissue-nonspecific isozyme (Homo sapiens), P05186; purified TNAP, CDP-star luminescence, 30 min; inhibition, % at 20 µM; 200,000 tested, 0.26% active; AID 1012, 2008;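 active = tissue-nonspecific alkaline phosphatase inhibition above about 50% at 20 µM in the single-dose screen, limit read from the data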;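 also: 0% = DMSO negative control and 100% = EDTA positive control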
Target sequence (P05186 whole entry, looked up): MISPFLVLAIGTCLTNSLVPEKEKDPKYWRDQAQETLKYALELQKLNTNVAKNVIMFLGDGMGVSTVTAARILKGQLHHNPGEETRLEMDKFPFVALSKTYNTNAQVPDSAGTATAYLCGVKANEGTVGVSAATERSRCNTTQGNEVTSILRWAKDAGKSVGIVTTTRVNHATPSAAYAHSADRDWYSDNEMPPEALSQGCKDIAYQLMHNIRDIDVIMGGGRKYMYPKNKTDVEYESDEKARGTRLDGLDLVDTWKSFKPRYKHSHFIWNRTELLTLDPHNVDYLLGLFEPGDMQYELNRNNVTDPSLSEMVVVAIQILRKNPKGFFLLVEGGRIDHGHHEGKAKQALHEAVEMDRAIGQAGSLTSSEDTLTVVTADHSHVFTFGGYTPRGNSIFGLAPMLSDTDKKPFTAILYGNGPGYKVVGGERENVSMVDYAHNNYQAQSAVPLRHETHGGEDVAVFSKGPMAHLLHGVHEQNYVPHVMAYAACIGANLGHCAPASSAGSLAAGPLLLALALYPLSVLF
PMI act hi M6P: human PMI activators, high substrate, primary screen, biochemical, fluorescence intensity, near-saturating mannose 6-phosphate | Mannose-6-phosphate isomerase (Homo sapiens), P34949 | coupled PMI enzyme assay, resazurin fluorescence, 20 min; active compounds read high; 1 = untreated enzyme, 0 = substrate-free blank | activation factor at 20 µM | 190,000 tested, 0.34% active | AID 1216, 2008;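 active = activation factor of 2 or more at 20 µM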
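Technique: Diaphorase-driven resazurin-to-resorufin fluorescence, excitation 544, emission 590 nm | Assay system: Human PMI in coupled enzyme assay | Times: Enzyme reaction with compound 20 min at room temperature | Medium: HEPES-buffered pH 7.4 with magnesium and detergent | Reagent: Mannose-6-phosphate 1.0 mM (near-saturating) plus 0.22 mM NADP+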
TNAP act hi DEA: TNAP activators at high phosphate acceptor level, primary screen, biochemical, luminescence, uHTS; purified TNAP, CDP-star luminescence, 1 M DEA, 30 min; active compounds read high; 0 = EDTA background, 1 = DMSO-only activity; activation factor at 20 µM; 200,000 tested, under 10 active; AID 1136, 2008;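 active = activation factor at least 2 at 20 µM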
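Measured by: Luminescent substrate turnover signal | Test system: Human TNAP | Input: TNAP 1/800 final | Dosing: 20 µM single point | Schedule: 30 min, room temperature | Controls: EDTA wells as negative control, DMSO wells as positive control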
Diaph inh CS: diaphorase inhibitors and chemical oxidizers, primary screen, counter-screen for diaphorase-coupled primary assays, biochemical, uHTS, resorufin fluorescence | inhibition, % at 20 µM | 190,000 tested, 0.69% active | diaphorase resazurin-to-resorufin fluorescence, NADH, 16 min; bacterial (C. kluyveri) enzyme, not human | AID 1217, 2008;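 active = primary screen inhibition at 20 µM above a set limit, cut at about 50% in these data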;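 also: plate controls were DMSO with full reaction for no effect and wells lacking NADH for full effect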
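Test system: Clostridium kluyveri diaphorase enzyme / Quantity: diaphorase at 0.14 U/mL in enzyme working solution / Incubation: 16-min room-temperature incubation before reading / Benchmarks: NADH-free wells as positive control, DMSO-only neutral wells / Signal: resorufin fluorescence 544/590 nm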
L major viab: Leishmania major promastigote growth inhibition, primary screen; Leishmania major promastigotes, resazurin fluorescence viability; inhibition, % at 10 µM; 200,000 tested, 9% active; in the data active = inhibition above about 50%;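 also: promastigotes grown with compound for 44 hours at 28 °C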
bIAP inh: bovine intestinal alkaline phosphatase inhibitors, primary screen, selectivity assay for TNAP inhibitor project, biochemical, bovine IAP, CDP-star luminescence; purified bovine IAP, 30 min; inhibition, % at 20 µM; 190,000 tested, under 10 active;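 active = over 50% inhibition of intestinal alkaline phosphatase at 20 µM in the single-dose screen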
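test system = bovine IAP enzyme | medium = DEA buffer 100 mM, pH 9.8, with MgCl2 1.0 mM, ZnCl2 0.02 mM | detection = luminescence | dosing = single compound dose of 20 µM, 2% DMSO final | incubation = 30 min reaction at room temperature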
Diaphorase act: compounds boosting diaphorase resazurin reduction – biochemical, uHTS, resorufin fluorescence, counter-screen for diaphorase-coupled primary assays, primary screen; Diaphorase/resazurin coupled assay, 16 min; active compounds read high; 1 = vehicle wells, 0 = NADH-free wells; activation factor at 20 µM; 190,000 tested, 0.005% active;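 active = diaphorase activity raised at least twofold by the compound at 20 µM; inactive = activation factor below 2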
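Material: purified diaphorase enzyme from Clostridium kluyveri; Also added: 0.114 mM NADH and 0.1 mM resazurin, final amounts; Doses: single compound dose of 20 µM, 1% DMSO final; Times: 16 min enzyme reaction, ambient temperature; Detection: resorufin fluorescence, excitation 544 nm, emission 590 nm; Measure: increased resorufin signal from activators or reducing compounds.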
TNAP inh hi DEA: human TNAP enzyme inhibitors, primary screen, biochemical, luminescent, high phosphate acceptor level, uHTS; purified TNAP, CDP-star luminescence, 1 M DEA; inhibition, % at 20 µM; 200,000 tested, 0.03% active;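 active = over 50% inhibition of tissue-nonspecific alkaline phosphatase at 20 µM in the single-dose screen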;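 also: plate controls were DMSO wells for no effect and EDTA-quenched wells as full inhibition for full effect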
bIAP act: bovine intestinal alkaline phosphatase activators, primary screen, biochemical, bovine IAP, CDP-star luminescence | alkaline phosphatase, intestinal [Bos taurus] | purified bovine IAP, 30 min; active compounds read high; fold of DMSO-control signal, blank-subtracted | activation factor at 20 µM | 200,000 tested, 0.17% active | AID 1016, 2008;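 active = activation factor of 2 or more at 20 µM, a signal rise over negative controls twice the positive control's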
* marks the source's active call; other numbers are inactive results.

SMILES	PMI activator	TNAP inh no acc	PMI act hi M6P	TNAP act hi DEA	Diaph inh CS	L major viab	bIAP inh	Diaphorase act	TNAP inh hi DEA	bIAP act
COCc1cc(C)n(CC(=O)N2CCCC2)c(=O)c1C#N	1.1	2	1.1	1	-19	-9	3	1.2	-4	1
CC1(C)CC(=O)C(C=NCCCN2CCCC2=O)=C(O)C1	0.9	-11	0.9	1.1	16	-2	2	0.8	-6	1
CCOC(=O)C1=C(CS(=O)(=O)c2ccccc2)NC(=O)NC1c1cccc(OC)c1 (stereo unspecified)	0.9	-7	1	1	13	0	-9	0.9	-2	1.1
Cc1cccc(NC(=S)NC(C)C(c2ccccc2)N2CCN(C)CC2)c1C (stereo unspecified)	1.1	-4	1	1.1	-21	2	-10	1.2	-6	1.1
C/C(N)=C(/C#N)C(=O)COC(=O)CCS(=O)(=O)c1ccccc1	1	-19	0.9	1	6	1	-20	0.9	-4	1.2
CCCC(=O)OCCNc1cc(Sc2nccn2C)c2nonc2c1[N+](=O)[O-]	1.1	19	0.7	0.9	22	100*	6	0.8	6	0.9
CC1(C)NC(=O)N(CC(O)COc2ccc(-c3ccccc3)cc2)C1=O (stereo unspecified)	1	-6	1	1	1	0	6	1	1	0.9
CC12CCC(=O)N1c1ccccc1C(=O)N2c1ccccc1 (stereo unspecified)	1	-14	1	1	3	-9	5	1	-2	1
COc1ccc(/C=C2\S/C(=N/S(=O)(=O)c3cccs3)NC2=O)cc1	1.2	-6	1.1	1	10	-6	6	0.9	-1	0.9
O=C(Nc1ccccc1)OC1C2CCC1C(N1CCCCC1)CC2 (stereo unspecified)	1	-4	1.1	1.1	-2	13	-27	1	-7	1.3
CN(c1ccc(C(=O)Nc2ccccn2)cc1)S(=O)(=O)c1ccccc1	0.9	-6	1	1	4	30	3	1	0	1
CCCn1c(N)c(C(=O)CSc2nnc(C)n2Cc2ccccc2)c(=O)n(C)c1=O	1	-13	1	1.1	10	-9	-10	0.9	-8	1.1
CN1CCN(CCC(=O)N/N=C/C=C2\N(C)c3ccccc3C2(C)C)CC1	0.9	-8	0.8	1	18	5	-11	0.8	-1	1.1
Cc1ccc(S(N)(=O)=O)c(C)c1N1CCCC1=O	1.1	-4	1.1	1	-9	-5	0	1.1	-1	1
Cc1cccc(OCC(O)Cn2c(NCCCOC(C)C)nc3c2c(=O)[nH]c(=O)n3C)c1 (stereo unspecified)	0.9	-7	0.9	1	14	12	2	0.9	-2	1
O=C(COC(=O)c1c2c(nc3ccccc13)CCCC2)Nc1ccc2c(c1)OCO2	0.9	-4	0.9	1.1	22	59*	-9	0.8	-5	1.1
CC(=O)c1ccc2noc(-c3ccc(F)cc3)c2c1	1.7	2	2.1*	0.9	14	-6	-6	0.9	6	1.1
COc1ccc(C(=O)Nc2scc(-c3ccc(Cl)cc3Cl)c2C(N)=O)cc1	1	-8	0.9	1	22	0	12	0.8	0	0.9
O=C(Nc1ccc(N2CCOCC2)cc1)c1ccncc1	0.9	-20	0.8	1	22	-4	10	0.8	-3	0.9
O=C(O)CSc1ccc2nnc(-c3cccnc3)n2n1	1.2	-14	1.1	1	10	-4	1	0.9	-5	1
CCc1c(C)nc(N)n2c(SCC(=O)N3CCCC(C)C3)nnc12 (stereo unspecified)	1.1	-5	1	1.1	15	-4	5	0.8	-11	1
Nc1nnc(N)c2ccccc12	1.1	-16	1.1	1	-1	3	0	1	-3	1
CCn1c2c(c3ccc(OC)cc31)CCCC2=O	1	-3	1	0.9	-8	-1	14	1.1	5	0.9
O=C(CN(Cc1cccs1)C(=O)CNS(=O)(=O)c1ccc(F)cc1)NCC1CCCO1 (stereo unspecified)	1.1	1	1.1	1	8	-8	2	0.9	0	1
COC(=O)c1c(NC(=O)COc2ncnc3ccccc23)sc(C)c1C	0.9	7	0.9	1	12	3	18	0.9	-2	0.8
COc1ccc(Nc2cccccc2=O)cc1	1.1	2	0.8	1	9	-5	16	0.9	-2	0.8
COc1cc(/C=N/O)cc(Br)c1OCc1ccc(Cl)cc1	0.9	-8	0.8	1.1	31	19	5	0.7	-7	0.9
Cc1cccc(NC(=O)CN(C)S(=O)(=O)c2ccc(Cl)cc2)n1	1	-17	1	1	9	-5	16	0.9	-5	0.8
COC(=O)N1CCN(S(=O)(=O)c2ccc(F)cc2)CC1	1.1	-9	1.1	1	3	5	-1	1	-5	1
CC1CCc2c(sc3nc(CN4CCOCC4)nc(N4CCc5ccccc5C4)c23)C1 (stereo unspecified)	1	-4	0.9	1	14	13	9	0.9	1	0.9
O=C(C1CCC(CNc2c(N3CCCCC3)c(=O)c2=O)CC1)N1CCc2ccccc2C1 (stereo unspecified)	0.9	-6	0.9	1	8	-5	-15	0.9	-1	1.2
COc1ccccc1N1CCN(C(c2cccs2)C(C)NS(=O)(=O)c2ccccc2)CC1 (stereo unspecified)	0.8	-9	0.8	1	21	29	-5	0.8	-2	1.1
COC(=O)C1=C(C(=O)c2ccccc2)C(c2ccc(O)c(OC)c2)n2nnnc2N1 (stereo unspecified)	0.9	-9	0.9	1	18	-5	17	0.8	-4	0.8
COc1cc(/C=N/NC(=O)CN2CCCCC2)ccc1OCc1ccc(Br)cc1	0.9	-15	1.1	1	-5	94*	-3	1.1	-3	1
NC(=O)c1cc(C(=O)c2ccc(Cl)cc2Cl)c[nH]1	1	-12	1	1	9	0	17	0.9	-5	0.8
Cc1cc(=O)oc(C)c1C(=O)NCc1ccc(F)cc1	1	-6	0.9	1	5	-3	14	1	-5	0.9
Cc1cccc(CNCc2ccccc2)c1	1.1	-11	1	1	16	10	-26	0.8	-5	1.3
COc1ccc(CC(=O)NCC2(N3CCCCC3)CCCCC2)cc1	0.9	-11	0.9	1	10	10	-2	0.9	-1	1
Cc1nccn1CCc1nc(N)nc(N)n1	0.9	-3	0.9	1	9	-7	6	0.9	-2	0.9
O=C1OC(Cc2ccccn2)C(O)=C1C1=NCCCCN1 (stereo unspecified)	1.1	0	1	1	4	-3	4	1	-2	1
N#C/C(=C(/O)CN1C(=O)c2ccccc2C1=O)c1nc2ccccc2[nH]1	0.9	-2	0.9	1	23	-6	-15	0.8	-5	1.2
CCc1sc(C(=O)N2CCc3ccccc32)cc1C	1.1	-4	1	1.1	1	-9	16	1	-6	0.8
O=C(OCCO)c1cc(Cl)c(C(=O)OCCO)cc1Cl	1	-15	1	1.1	14	11	17	0.9	-6	0.8
CC(NC(=O)CN1CCN(Cc2ccc(Cl)cc2)C1=O)c1ccc2c(c1)OCCO2 (stereo unspecified)	0.9	-11	1	1	4	-2	-12	1	-4	1.1
CCCCn1c(SCN2C(=O)c3ccccc3C2=O)nc2cc(S(N)(=O)=O)ccc21	1	3	0.9	1.1	35	-8	-9	0.7	-6	1.1

5 neighbouring compounds already listed, for reference:
SMILES	PMI activator	TNAP inh no acc	PMI act hi M6P	TNAP act hi DEA	Diaph inh CS	L major viab	bIAP inh	Diaphorase act	TNAP inh hi DEA	bIAP act
Cc1nccn1CCc1nc(N)nc(N)n1	0.9	-3	0.9	1	9	-7	6	0.9	-2	0.9
O=C1OC(Cc2ccccn2)C(O)=C1C1=NCCCCN1 (stereo unspecified)	1.1	0	1	1	4	-3	4	1	-2	1
N#C/C(=C(/O)CN1C(=O)c2ccccc2C1=O)c1nc2ccccc2[nH]1	0.9	-2	0.9	1	23	-6	-15	0.8	-5	1.2
CCc1sc(C(=O)N2CCc3ccccc32)cc1C	1.1	-4	1	1.1	1	-9	16	1	-6	0.8
O=C(OCCO)c1cc(Cl)c(C(=O)OCCO)cc1Cl	1	-15	1	1.1	14	11	17	0.9	-6	0.8

Continuation.
SMILES	PMI activator	TNAP inh no acc	PMI act hi M6P	TNAP act hi DEA	Diaph inh CS	L major viab	bIAP inh	Diaphorase act	TNAP inh hi DEA	bIAP act
CCN(CC)C(=O)CNC(=O)Cc1ccc(Cl)cc1	0.9	-3	1	1	14	-6	8	0.9	1	0.9
C=CCSC(=S)Nc1c(C)n(C)n(-c2ccccc2)c1=O	1	0	1	1	8	-7	10	0.9	-3	0.9
CCn1ncc(C2=NOC(C(=O)Nc3cnn(C45CC6CC(CC(C6)C4)C5)c3)C2)c1C (stereo unspecified)	0.9	-4	0.9	1	12	12	4	0.9	-3	1
O=C(/C=C/c1cccs1)NC1CC1	1.1	-8	1.1	1	5	-7	7	1	-5	0.9
O=C(NCCc1ccccn1)c1cccc(S(=O)(=O)N2CCCCCC2)c1	0.9	-6	1	1	6	-2	4	0.9	0	1
CC(=O)c1ccc(N2CCN(CC(O)COCc3ccco3)CC2)cc1 (stereo unspecified)	0.9	-9	1	1	7	-3	2	0.9	-1	1
CCOC(=O)N1CCC(N2C(=O)c3ccccc3C2Nc2ccc3c(C)cc(=O)oc3c2)CC1 (stereo unspecified)	1	5	1	1.1	-11	15	-9	1.1	-7	1.1
O=C(O)c1ccc(NCc2cccc(Br)c2)cc1	0.9	-4	0.9	1	8	-6	14	0.9	0	0.9
O=C(CSc1ncccn1)N1CCN(C(c2ccccc2)c2ccccc2)CC1	0.8	-4	0.9	1	14	9	-3	0.9	-4	1
CC(C)(C)n1cnc(C(N)=O)c1N	1.1	-10	1	1.1	16	-5	10	0.8	-8	0.9
O=C(Nc1ccc(-c2nc3ccccc3o2)c(O)c1)c1cc(-n2cnnc2)ccc1Cl	1	-2	1	1	-3	-5	-8	1	2	1.1
COc1ccc(NC(=O)CC2C(=O)N(c3ccccc3)C(=O)N2CCc2cccs2)cc1 (stereo unspecified)	0.9	-5	1	1	14	9	42	0.9	-2	0.6
